BAP1 inh = human BAP1 deubiquitinase inhibition. hit rate 0.48% among 72,000. activity remaining (% of control), % at 20 µM. Q92560. recombinant BAP1, Ub-AMC hydrolysis fluorescence kinetic; active compounds read low;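 active = activity remaining at or below 50% of control, provided the compound also passes the data quality filters; inactive = the rest, including low values that fail the filters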;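 note: 100% = DMSO wells rate and 0% = substrate alone blank rate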
Target sequence (Q92560 whole entry, looked up): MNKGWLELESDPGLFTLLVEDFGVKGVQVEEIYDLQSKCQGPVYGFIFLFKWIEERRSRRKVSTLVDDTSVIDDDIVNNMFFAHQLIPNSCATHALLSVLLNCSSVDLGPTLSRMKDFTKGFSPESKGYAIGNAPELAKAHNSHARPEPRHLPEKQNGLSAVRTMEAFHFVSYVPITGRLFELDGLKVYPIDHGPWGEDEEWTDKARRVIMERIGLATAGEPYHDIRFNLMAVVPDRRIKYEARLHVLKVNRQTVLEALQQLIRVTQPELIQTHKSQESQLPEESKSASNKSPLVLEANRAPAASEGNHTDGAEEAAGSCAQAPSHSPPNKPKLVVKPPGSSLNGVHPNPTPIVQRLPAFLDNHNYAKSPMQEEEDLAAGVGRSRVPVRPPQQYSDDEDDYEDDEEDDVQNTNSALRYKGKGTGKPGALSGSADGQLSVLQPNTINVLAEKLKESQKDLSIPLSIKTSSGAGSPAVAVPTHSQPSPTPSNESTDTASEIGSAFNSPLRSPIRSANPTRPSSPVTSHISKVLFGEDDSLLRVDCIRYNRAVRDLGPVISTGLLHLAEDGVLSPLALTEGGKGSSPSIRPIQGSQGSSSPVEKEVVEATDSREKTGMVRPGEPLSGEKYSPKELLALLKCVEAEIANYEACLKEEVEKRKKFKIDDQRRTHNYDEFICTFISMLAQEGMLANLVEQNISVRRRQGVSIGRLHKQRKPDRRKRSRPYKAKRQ
HePTP inhibitor = blocks human HePTP tyrosine phosphatase | P35236 | recombinant HePTP phosphatase activity, OD absorbance | inhibition, % at 20 µM | hit rate 0.64% among 110,000 | AID 521; in the data active = inhibition above about 50%;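 note: plate controls were vehicle for no effect and reference inhibitor for full effect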
Target sequence (P35236 whole entry, looked up): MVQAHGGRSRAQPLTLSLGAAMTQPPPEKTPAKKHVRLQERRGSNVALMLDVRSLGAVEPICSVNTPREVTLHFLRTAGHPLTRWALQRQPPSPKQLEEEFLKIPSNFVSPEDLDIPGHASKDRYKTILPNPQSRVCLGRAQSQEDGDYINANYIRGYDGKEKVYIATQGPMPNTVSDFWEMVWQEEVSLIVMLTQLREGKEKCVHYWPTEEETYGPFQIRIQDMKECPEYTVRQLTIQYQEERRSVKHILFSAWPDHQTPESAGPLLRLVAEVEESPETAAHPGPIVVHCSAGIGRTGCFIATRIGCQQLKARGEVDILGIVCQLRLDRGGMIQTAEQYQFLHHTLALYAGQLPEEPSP
Active calls of the source: *; . = not tested or not shown; & = joins results of further samples.

SMILES	BAP1 inh	HePTP inhibitor
Cc1ccc(C2CC(c3cccc(C)c3)n3nc(N)nc3N2)cc1 (configuration not stated)	85	6
Cc1cccc(NS(=O)(=O)c2ccc(Cl)cc2)n1	.	4
CCCC(=O)NS(=O)(=O)c1ccc(NC(=O)c2ccccc2)cc1	.	-2
O=C1/C(=C/c2ccc(Cl)cc2)SC(=S)N1Cc1ccco1	.	6
Cc1ccc(OCCNC(=O)c2cccc3ccccc23)cc1C	.	5
CC1(C)CC2CC(C)(CN2c2ncnc3ccccc23)C1 (configuration not stated)	95	10
CN1CCN(CCCNc2nc3ccccc3c3nc(-c4ccccc4)nn23)CC1	124	6
COc1ccc(C(=O)N/C(N)=N/c2nc3ccccc3o2)cc1	85	7
COC(=O)c1ccc(Nc2nnc(-c3ccc(C(=O)NCCO)cc3)c3ccccc23)cc1	.	0
Cc1nn(-c2ccccc2)c2sc(C(=O)N3CCc4ccccc4C3)cc12	.	-3
COCCOC(=O)c1c(C)oc2ccc(OC(=O)N3CCOCC3)cc12	.	-10
COc1ccc(CN2CCN(S(=O)(=O)c3ccc(OC)cc3)CC2)cc1	.	8
COc1ccc(OC)c(/C=C2\SC(N3CCCCCC3)=NC2=O)c1	.	-11
Cn1c(N)c(C(=O)COC(=O)C2(c3ccc(F)cc3)CCCC2)c(=O)n(C)c1=O	125	.
O=S(=O)(c1ccc(Cl)s1)N1CCN(c2ncccn2)CC1	117	18
CN(c1ccc(C(=O)NCc2ccccc2)cc1)S(C)(=O)=O	121	-7
Cc1ccc(-c2nn3c(C)nnc3c3ccccc23)cc1S(=O)(=O)NCc1ccco1	91	9
CCCc1c(O)nc(SCc2ccccc2)[nH]c1=O	122	-2
Cc1cccc(NC(=O)CSC(N)=O)c1C	96	1&9
CN(C)Cn1c(O)c(N=NC(=O)c2ccncc2)c2ccccc21	.	3
COc1ccc(Nc2nc3c([nH]2)c(=O)[nH]c(=O)n3C)cc1	118	.
COc1ccc(Cl)cc1CN1CCN(c2nc(C)cc(C)c2C#N)CC1	72	2
CCOC(=O)/C(=N\O)C1=NC(C)(C)C(C)c2ccccc21 (configuration not stated)	.	1
O=C(COC(=O)c1cccc(S(=O)(=O)N2CCOCC2)c1)c1ccccc1	.	-2
CCN1C(=O)C2C(c3cccc(F)c3)NC(C)(C(=O)OC)C2C1=O (configuration not stated)	73	11

By substructure, those above containing two or more sulfur atoms
SMILES	BAP1 inh	HePTP inhibitor
O=C1/C(=C/c2ccc(Cl)cc2)SC(=S)N1Cc1ccco1	.	6
O=S(=O)(c1ccc(Cl)s1)N1CCN(c2ncccn2)CC1	117	18

Next section:
SMILES	BAP1 inh	HePTP inhibitor
Clc1ccc2oc(-c3ccccc3Cl)nc2c1	.	7
CCC(=O)N1CC2(C)CN(C(=O)CC)CC(C)(C1)C2	.	-9
CN(C)/C=N/n1cnc2scc(-c3ccc(Cl)cc3)c2c1=O	.	5
COC(=O)c1ccc(C(=O)Nc2ccc(C(=O)OC)cc2[N+](=O)[O-])cc1	90	.
CCN(CC)c1ccc(/C=C/C(=O)c2ccc(NC(C)=O)cc2)cc1	.	-14
CCN1C(=O)/C(=C\c2ccc(O)c(OC)c2)SC1=S	.	-8
Cn1c(=O)[nH]c(=O)c2c1nc(N1CCCCC1)n2CC(O)CN1CCCCC1 (configuration not stated)	102	-2
O=C(COc1cccc2cccnc12)Nc1nccs1	92	7
CC(=O)N1CCN=C1SCc1ccc(C)cc1	94	1
Cc1ccc(C(=O)N/C(=C/c2ccc(Br)cc2)C(=O)NN)cc1	.	-13
O=C1NC(c2cccc(I)c2)Oc2ccccc21 (configuration not stated)	.	8
Cc1ccc(-n2nnnc2SCCNS(=O)(=O)c2ccccc2)cc1C	104	5
COc1ccc(CC(=O)OCc2cc3cccc(C)c3[nH]c2=O)cc1	93	-11
Cc1oc(C)c(C(=O)NCCCC(=O)O)c1C(=O)NCCCC(=O)O	103	1
CC(C)(C)n1nc2c(c1NC(=O)COc1ccc3ccccc3c1)CS(=O)C2 (configuration not stated)	95	-1
CC1Cc2ccccc2N1C(=O)COC(=O)C1=COCCO1 (configuration not stated)	133	5
O=C(NC(C(Cl)(Cl)Cl)S(=O)(=O)c1ccccc1)c1ccccc1 (configuration not stated)	.	3
c1ccc(-n2nnnc2Oc2cccc3cccnc23)cc1	79	10
CCOC(=O)C1=CN(c2ccc(OCC)cc2)C=C(C(=O)OCC)C1c1ccc(OC)c(OC)c1	.	-4
O=c1nc(/C=C/c2cccc3ccccc23)cc(C(F)(F)F)[nH]1	.	0
Cc1c(N)cc[n+](CC(=O)c2ccccc2)c1C	117	.
CCOc1cccc(C(=O)Nc2nnc(COc3ccc(Br)cc3)s2)c1	.	-11
Cc1ccsc1C1C2=C(CCCC2=O)Nc2ncnn21 (configuration not stated)	53	-9
O=C(NC(c1ccccc1)c1ccccc1)c1ccc([N+](=O)[O-])cc1Cl	.	-5
CC(C)N(C(=O)c1ccc(C(=O)N(C(C)C)C(C)C)cc1)C(C)C	.	-4
SMILES	BAP1 inh	HePTP inhibitor
O=C(O)CP(=O)(c1ccccc1)c1ccccc1	104	-6&-7
COc1ccc(CCNC(=O)c2cnccn2)cc1	101	5&1
Cc1ccc(-c2cc3c(nn2)-c2ccccc2C3=O)cc1	71	10
CCc1nnc(NS(=O)(=O)c2ccc(N=Cc3cc(Br)ccc3O)cc2)s1	80	.
COc1ccc(S(=O)(=O)N2CCCC(C(=O)NCc3ccncc3)C2)cc1 (configuration not stated)	115	6
O=C(CS(=O)(=O)Cc1ccccc1)Nc1nc2ccccc2s1	96	0
O=S(=O)(Cc1ccccc1)NCc1cccnc1	151	10
O=C1c2ccccc2C(=O)N1CCCc1nc2ccccc2c(=O)n1-c1nccs1	.	10
CCc1ccc(-c2nc3cc(NC(=O)c4ccccc4OC)ccc3o2)cc1	.	6
CCCS(=O)(=O)Nc1c(C(=O)O)[nH]c2ccccc12	102	-8
CCOC(=O)c1c(N)sc2c1CCC(C)C2 (configuration not stated)	78	4
COc1ccc2c(c1)c(=O)cc(C)n2CC(=O)NCc1ccco1	107	3
Cc1ccc(NC(=O)C(=O)NCCN2CCN(S(C)(=O)=O)CC2)cc1	.	-8
O=C(NC(=S)Nc1cccc2ccccc12)c1ccco1	.	-16
O=C(NC12CC3CC(CC(C3)C1)C2)c1cc2ccccc2o1	.	2
CC(C)Cc1ccc(C#N)c(SCC(N)=O)n1	99	10
O=C(CCOc1ccccc1)NCc1ccccc1	95&82	8
CCc1cc2c(=O)n(-c3ccccc3)c(SCC(=O)c3ccc(Cl)cc3)nc2s1	.	-10
COc1cc([N+](=O)[O-])ccc1NC(=O)COc1cccc(C)c1	.	3
Cc1cc(C)nc(NC(=O)c2cccc(F)c2)c1	.	12
CCc1nc(-c2cc3ccc(C)cc3[nH]c2=O)no1	.	-2
CC(=O)N1CCc2cc(S(=O)(=O)NC(CC(C)C)C(=O)Nc3ccc4c(c3)OCCO4)ccc21 (configuration not stated)	94	-1
CCOc1ccc(C(=O)Nc2cc(-c3nc4ccccc4o3)ccc2C)cc1[N+](=O)[O-]	.	7
CCOc1cc(C(=S)N2CCOCC2)cc(Br)c1O	.	9
OCn1ncn(-c2ccccc2)c1=S	109	4&7

The final five records of the section above lead into the next:
SMILES	BAP1 inh	HePTP inhibitor
CCc1nc(-c2cc3ccc(C)cc3[nH]c2=O)no1	.	-2
CC(=O)N1CCc2cc(S(=O)(=O)NC(CC(C)C)C(=O)Nc3ccc4c(c3)OCCO4)ccc21 (configuration not stated)	94	-1
CCOc1ccc(C(=O)Nc2cc(-c3nc4ccccc4o3)ccc2C)cc1[N+](=O)[O-]	.	7
CCOc1cc(C(=S)N2CCOCC2)cc(Br)c1O	.	9
OCn1ncn(-c2ccccc2)c1=S	109	4&7
CCOC(=O)C1CCN(C(=O)C2CC(=O)N(c3ccc(C)cc3)C2)CC1 (configuration not stated)	90	-11
O=C(Nc1ccc2c(c1)OCO2)N1CCOCC1	84	-7
CCOc1ccc2c(c1)cc(CN(C(=O)CC)C1CCCCC1)c1nnnn12	113	28
CCCCN(CCCC)C(=O)c1cccc([N+](=O)[O-])c1	.	-1
O=[N+]([O-])c1ccc(N2CCN(S(=O)(=O)c3ccc(Cl)cc3)CC2)cc1NCc1ccccc1	.	5
COc1ccc(N2CCN(C(=O)c3ccc(S(=O)(=O)N4CCOCC4)cc3)CC2)cc1	92	3
COc1ccc(N2CCN(Cc3cc(=O)oc4cc(-c5ccccc5)c(O)cc34)CC2)cc1	93	9
O=C(Nn1cnc2ccccc2c1=O)c1ccc(F)cc1Cl	109	5
CC(C)(C)c1cc(Cc2ccccc2)[nH]n1	94	3&-11
CCCCCOC(=O)Cc1c(C)nc(-c2ccccc2)[nH]c1=O	75	6
Cc1ccc(NC(=O)CC2SC3=NCCN3C2=O)cc1 (configuration not stated)	.	7
CN1CCN(c2nc3ccccn3c(=O)c2/C=C2\SC(=S)N(CC3CCCO3)C2=O)CC1 (configuration not stated)	.	3
CC(Cl)=CCSc1nc2c(c(=O)[nH]c(=O)n2C)n1C(C)C	58	.
C=CCOC(=O)C1=C(C)NC(C)=C(C(=O)OCC=C)C1/C=C/c1ccccc1	.	9
CCOc1ccc(C=Nc2ccc3c(c2)nc(C)n3C)cc1	.	4
C=C(C)CNC(=S)NNC(=O)c1cccc(C)c1	.	-4
CCCOC(=O)c1ccccc1OC(=O)c1ccc([N+](=O)[O-])cc1	.	-5
Cc1[nH]c2ccccc2c1C(=O)/C=C/c1c2ccccc2cc2ccccc12	.	-7
CCOc1ccccc1N(CC(=O)NC1CCCC1)C(=O)CCCC(=O)Nc1ccccn1	101	2
CCOC(=O)C1CCN(C(=O)c2cc(OCC)c(OCC)c(OCC)c2)CC1	71	6
CCOc1cc(OCC)cc(C(=O)Nc2cccc(-c3nc4cc(C)ccc4o3)c2C)c1	.	7
COc1cc(NC2=CC(=O)CC(C)(C)C2)cc(OC)c1	94	-4
CCN(CC)CCN1C(=O)c2oc3ccccc3c(=O)c2C1c1ccc(C)cc1 (configuration not stated)	93	3
COc1cccc(Nc2ccccc2C)c1	.	-23
Cn1nnc(NCc2cc(Br)ccc2OCc2cccs2)n1	67	7

Arranged by count of non-hydrogen atoms (falling): some entries from above
SMILES	BAP1 inh	HePTP inhibitor
CCOc1ccccc1N(CC(=O)NC1CCCC1)C(=O)CCCC(=O)Nc1ccccn1	101	2
CN1CCN(c2nc3ccccn3c(=O)c2/C=C2\SC(=S)N(CC3CCCO3)C2=O)CC1 (configuration not stated)	.	3
C=CCOC(=O)C1=C(C)NC(C)=C(C(=O)OCC=C)C1/C=C/c1ccccc1	.	9
CCOC(=O)C1CCN(C(=O)C2CC(=O)N(c3ccc(C)cc3)C2)CC1 (configuration not stated)	90	-11
O=C(Nn1cnc2ccccc2c1=O)c1ccc(F)cc1Cl	109	5
CCCCN(CCCC)C(=O)c1cccc([N+](=O)[O-])c1	.	-1
CC(C)(C)c1cc(Cc2ccccc2)[nH]n1	94	3&-11

New compounds follow:
SMILES	BAP1 inh	HePTP inhibitor
c1ccc(-c2cc(-c3ccccc3)nc(N3CCCCC3)n2)cc1	.	-27
CC(=O)N1CCc2cc(S(=O)(=O)CCC(=O)O)ccc21	89	4
O=C(O)c1cccc([N+](=O)[O-])c1C(=O)Nc1nc2c(s1)CCCC2	.	-16
O=c1c(O)c(-c2cccs2)oc2ccccc12	.	1
Cc1nn(Cc2ccc(Cl)c(Cl)c2)c(C)c1NC(=O)c1cc(CC(C)C)on1	83	8
COc1ccc2c(c1OC)C(=O)OC2Nc1ncccc1C (configuration not stated)	.	-3
O=C(Nc1nnc(CCc2ccccc2)s1)C1CCCO1 (configuration not stated)	64	3
Cc1cccc(NC(=O)CC2SC(=NC3CCCCC3)NC2=O)c1 (configuration not stated)	.	0
CCC(C)(C)NC(=O)CN(CC1CCCO1)C(=O)CCC(=O)Nc1nccs1 (configuration not stated)	82	11
CC(=O)N1C(c2ccccc2)CC(=O)OC1c1ccc2c(c1)OCO2 (configuration not stated)	121	-3
Cc1ccc(N(C(=O)Nc2ccccc2)C2=NCC(C)S2)cc1 (configuration not stated)	103	.
CC(=O)NC(C)C(=O)OCC(=O)Nc1ccc(Br)cc1 (configuration not stated)	96	-1
CC(=O)Nc1ccc(NC(=O)Cn2c(CC(=O)N3CCCC3)nc3ccccc32)cc1	112	5
CC(=O)C1C(c2ccco2)c2c(noc2C)CC1(C)O (configuration not stated)	.	7
CCO/C(C)=C1\C(=O)N(CC)c2ccccc21	85	7&-2
CC(NCC1(N2CCOCC2)CCCCC1)C(=O)N1CCc2ccccc21 (configuration not stated)	109	8
COc1ccc(-c2nnc3ccc(SCC(=O)N4CCCCCC4)nn23)cc1OC	83	-4
Cc1ccc(-c2noc(C3CCCCC3)n2)cc1	.	6
CC(C)(CNC(c1ccccc1)c1ccccc1)NS(=O)(=O)c1ccc(Cl)cc1	.	-2
CCOC(=O)C1CCN(C(=O)c2ccc(Cl)c(Cl)c2)CC1	119	-10
O=C(NCc1ccc2c(c1)OCO2)NC12CC3CC(CC(C3)C1)C2	119	0
COc1ccc(N2CCN(CCNC(=O)CCN3C(=O)COc4ccccc43)CC2)cc1	93	2
CN(Cc1ccccc1)C(=O)CNC(=O)Cn1cnc2ccccc2c1=O	100	1
CCC(NC(C)=O)c1ccc(Br)cc1 (configuration not stated)	.	-6
CC(C)CCN1CCNC(=O)C1CC(=O)Nc1ccc(F)cc1 (configuration not stated)	101	7
SMILES	BAP1 inh	HePTP inhibitor
O=C1CCc2cc(S(=O)(=O)N3CCN(Cc4ccc5c(c4)OCO5)CC3)ccc2N1	94	11
O=C(c1ccc(Br)o1)N1CCN=C1SCc1cccc(F)c1	110	7
C=CCOC(=O)C1=C(C)N=C2SCCC(=O)N2C1c1cccs1 (configuration not stated)	80	8
COc1ccc(C2CC(C(F)(F)F)n3nc(C(=O)Nc4cccc(O)c4)c(Cl)c3N2)cc1OC (configuration not stated)	.	2
COc1cc(OC)cc(-c2cc(NC(C)=O)n[nH]2)c1	93	3
CCN(C(C)=O)c1nc(CSc2nnc(NC(C)C)s2)cs1	79	5
Cc1cc(-c2ccc(C=C3C(=O)N(C)C(=O)N(C)C3=O)o2)c([N+](=O)[O-])cc1C	.	8

High-throughput results deposited in PubChem BioAssay by several laboratories.

This is a random part of the collection; about 0.91% have a hit in one of these screens.
